sdo1 growth: restores growth of sdo1-depleted yeast | S. cerevisiae sdo1-depleted JHY4D growth rescue, OD600 30 h; stronger effect = higher value; pdr5 snq2 efflux-pump mutant strain | z-score at 10 µM | actives 0.21% (n = 140,000) | AID 817;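 active = z-score above 3 at both the 24 hr and the 30 hr optical density reads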;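 also: z-score against mean and SD of all compound wells on the same plate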
Insulin prom inh: TRM-6 insulin promoter activity inhibition; TRM-6 cells (human fetal islet line), insulin promoter-eGFP reporter, imaging; reporter expression induced with tamoxifen; inhibition, % at 2 µM; actives 0.9% (n = 130,000); AID 1273;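 active = inhibition above the mean plus 3 SD, with well images judged a real hit on visual review, cut at about 60% in these data, passing the limit was not always enough; inconclusive = inhibition over the cutoff but images rejected on review; inactive = inhibition not above the cutoff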
sdo1 growth Rescue 24 h: also measured in sdo1 growth; calls as there; z-score; S. cerevisiae sdo1-depleted JHY4D growth rescue, OD600; measured here: growth rescue at 24 h;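 0 is the plate mean of compound wells and units are plate SD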
The depositor's hits bear a star; ? = inconclusive; . = not tested or not shown; & = joins results of further samples.

SMILES	sdo1 growth	sdo1 growth Rescue 24 h	Insulin prom inh
CC(CCc1ccccc1)NC(=O)c1ccc(NC(=O)c2ccc(Cl)cc2Cl)cc1 (configuration not stated)	-0.9	0.05	.
O=C(c1ccccc1)N(Cc1ccc2c(c1)OCO2)Cc1nc2ccccc2c(=O)[nH]1	-0.39	-0.56	.
O=[N+]([O-])c1ccccc1-c1nc(-c2ccc(Br)o2)no1	-0.61	-0.7	19
COc1ccccc1Oc1nc2c(c(=O)n(Cc3ccccc3F)c(=O)n2C)n1C	-0.24	1.2	-24
COC(=O)CSc1nc(Cc2ccccc2)nc2ccccc12	.	.	-13
COC(=O)c1ccc(NC(=O)CS(=O)(=O)Cc2ccccc2)cc1	-0.94	-0.67	23
O=c1c2ccccc2nc(-c2ccccc2)n1CCCN1CCOCC1	-0.24	-1	.
COc1cc([N+](=O)[O-])c(C(=O)N2CCOCC2)c([N+](=O)[O-])c1	-0.19	-0.73	45
Cc1ccc(C)c(NC(=S)NCCN2CCOCC2)c1	.	.	-18
CCN(CC)S(=O)(=O)c1ccc(-c2nnc(SCC(=O)Nc3ccc(OC)cc3)o2)cc1	-1.9	-1.2	69
CC(=O)NC(Cc1ccc(F)c(F)c1)C(=O)NC1CCN(c2c(Cc3ccccc3)c(C)nc3ncnn23)CC1 (configuration not stated)	.	.	-12
Cc1cc(C(F)F)n2nc(C(=O)Nc3sc4c(c3C(N)=O)CCC4)nc2n1	1.3	1.5	-15
Cc1cnc(C(=O)Nc2nccs2)cn1	0.32	0.02	65
Oc1c(C(c2ccccn2)N2CCOCC2)ccc2cccnc12 (configuration not stated)	0.65	0.91	.
C=CCN1CCN(C(c2ccc(OC)c(OC)c2)c2nnnn2C(C)(C)C)CC1 (configuration not stated)	-0.41	-1.1	.
Cc1ccc(N2C(=O)CSC23C(=O)Nc2ccccc23)cc1 (configuration not stated)	-0.07	-1	38
O=C(O)COc1ccc(-c2nnn(Cc3ccccc3F)n2)cc1	-0.31	-0.82	31
O=C(CCc1ccccc1)Nc1nc2ccc(S(=O)(=O)N3CCOCC3)cc2s1	-2.2	-1.2	-331
CCn1nnnc1SCC(=O)N1CCOCC1	0.1	0.28	-3
O=C1NC(=S)S/C1=C1\Sc2ccccc2N1CCCS(=O)(=O)O	-0.22	-0.69	-27

Compound profiles (already shown):
O=[N+]([O-])c1ccccc1-c1nc(-c2ccc(Br)o2)no1 as listed: sdo1 growth: -0.61; sdo1 growth Rescue 24 h: -0.7; Insulin prom inh: 19
O=C(c1ccccc1)N(Cc1ccc2c(c1)OCO2)Cc1nc2ccccc2c(=O)[nH]1 as listed: sdo1 growth: -0.39; sdo1 growth Rescue 24 h: -0.56; Insulin prom inh: .

Other records follow.
SMILES	sdo1 growth	sdo1 growth Rescue 24 h	Insulin prom inh
CCNC(=O)Cc1ccc(Br)cc1	0.53	-0.56	-30
N=c1c2c(-c3ccccc3)c(-c3ccccc3)n(Cc3ccco3)c2ncn1CCN1CCOCC1	-1.4	-0.75	-10
Cc1cccc(NC(=S)NC(=O)CCc2ccccc2)c1	-2	-0.94	6
O=c1c(Cl)c(Nc2cccc(Cl)c2)cnn1-c1nc2ccccc2s1	-1.1	-0.21	-4
Cc1[nH]c2ccc(Br)cc2c(=O)c1CN1CCOCC1	0.03	-0.17	.
Cc1ncsc1CCOC(=O)c1ccccc1	.	.	14
Cc1ccc(-c2n[nH]c(=S)n2/N=C/c2c(C)nn(-c3ccccc3)c2C)cc1	-1.7	-1.6	7
O=C(O)C1CCCCN1S(=O)(=O)c1ccccc1 (configuration not stated)	1.3	1.3	-10
N#Cc1ccc2ccn(CC(=O)N3CCCc4ccccc43)c2c1	-0.37	-0.54	.
COc1ccc(CC2(CO)CCN(Cc3cccc4nccnc34)CC2)cc1	.	.	23
O=[N+]([O-])c1ccc(Oc2cccc(F)c2)c2ccncc12	-2.4	-1.7	0
CCOC(=O)C1CCN(C(=O)CN(C)S(=O)(=O)c2cc(C)ccc2OC)CC1	1.1	0.88	-203
COc1ccc(C)cc1Nc1nc(-c2c[nH]c3ccccc23)cs1	-0.8	-2	-29
CCCCSc1ccc(NC(=O)c2cccnc2)cc1	0.56	0.18	-33
CC(C)(C)NC(=O)Cn1nnc(-c2ccccc2NC(=O)c2cnccn2)n1	0.57	1.1	-8
O=S(=O)(c1cccc(-c2nc3n(n2)Cc2ccccc2-3)c1)N1CCCCC1	-0.76	-1.1	3
COc1ccc(C(=O)O/N=C(\N)Cc2ccc(Cl)cc2Cl)cc1OC	-1.8	-1.3	8
Cc1nn(-c2ccccc2)c(C)c1/C=N/NC(=O)CSc1nnc(SCc2ccc(Cl)cc2)s1	-0.72	-0.72	.
O=C(c1ccco1)[C@@H]1[C@@H]2C(=O)N(c3ccc(F)cc3)C(=O)[C@@H]2C2c3ccccc3C=CN21 (some centres not stated)	0.21	0.26	-7
CCCn1c(SCC(=O)OCC)nc(C(F)(F)F)cc1=O	.	.	14

In a second layout: results already given
N=c1c2c(-c3ccccc3)c(-c3ccccc3)n(Cc3ccco3)c2ncn1CCN1CCOCC1
  sdo1 growth = -1.4
  sdo1 growth Rescue 24 h = -0.75
  Insulin prom inh = -10
Cc1cccc(NC(=S)NC(=O)CCc2ccccc2)c1
  sdo1 growth = -2
  sdo1 growth Rescue 24 h = -0.94
  Insulin prom inh = 6
O=c1c(Cl)c(Nc2cccc(Cl)c2)cnn1-c1nc2ccccc2s1
  sdo1 growth = -1.1
  sdo1 growth Rescue 24 h = -0.21
  Insulin prom inh = -4
Cc1[nH]c2ccc(Br)cc2c(=O)c1CN1CCOCC1
  sdo1 growth = 0.03
  sdo1 growth Rescue 24 h = -0.17
  Insulin prom inh = .

(more compounds)
SMILES	sdo1 growth	sdo1 growth Rescue 24 h	Insulin prom inh
CC(=O)Nc1cccc(S(=O)(=O)N2CCCCCC2)c1	0.84	0.01	-13
CCOc1ccc2c(C)c(Cl)c(=O)oc2c1	0.8	0.64	-46
CCC(CC)C(=O)Nc1ccc(Sc2ccc([N+](=O)[O-])cc2)cc1	-0.68	0.65	31
COc1ccc(CNC(=O)CSc2nnc(-c3ccc(NC(C)=O)cc3)n2C)cc1	-0.34	-0.56	-269
COc1cc2c(cc1OC)/C(=C/c1ccc(Cl)cc1)C(=O)OC2	-1.8	-1.2	.
CN1C(=S)SC(N2OC3C(=O)N(c4ccccc4)C(=O)C3C2c2ccc(Cl)cc2)C1(C)C (configuration not stated)	0.72	1.3	.
COc1ccc(/C=C/C(=O)OCc2csc(-c3ccccc3)n2)cc1OC	-0.54	-0.56	-24
CC1(C)Cc2c(sc(/N=C/N3CCCCC3)c2C#N)C(C)(C)N1	0.62	0.82	26
COc1ccc(-c2csc(NC(=O)C3CCCO3)n2)cc1 (configuration not stated)	1.2	1.1	0
COc1ccc2[nH]c(=O)c(CN(Cc3ccc(C)cc3)Cc3nnnn3CC3CCCO3)cc2c1 (configuration not stated)	-0.81	-1.2	-93
COc1ccc(CNc2cc([N+](=O)[O-])ccc2OC)cc1	-0.46	1.2	19
COc1ccc(NC2=NCCC(=O)N2Cc2cccs2)cc1	0.68	0.46	20
O=C(CCc1ccccc1)Nc1cc2c(cc1Cl)OCCO2	0.11	0.7	-69
CCOc1ccc(CN(C(=O)c2oc3ccccc3c2C)C2CCS(=O)(=O)C2)cc1 (configuration not stated)	-1.4	-1.1	38
Cc1cc(C)nc(SCC(CSc2nc(C)cc(C)n2)C(=O)O)n1	.	.	-24
C/C(=N\NC(=O)c1nn(C)cc1Br)c1cccc(NC(=O)C(C)(C)C)c1	1.4	2.3	9
COC(=O)CSc1nc2cc(Cl)ccc2c(=O)n1C1CCCC1	-1.1	-1	-6
CC(=O)Nc1ccc(S(=O)(=O)N(C)c2ccc(O)cc2)cc1	0.48	-0.27	10
Cc1cccc(C)c1OCc1n[nH]c(=S)n1-c1ccccc1	.	.	46
COc1cc(C)ccc1OCCCON1C(=O)CCC1=O	2.3	1.9	.
Cn1cnc([N+](=O)[O-])c1Nc1cccc(O)c1	0.15&0.28	-0.87&-0.65	-20
Cc1nc2nc(COc3ccccc3)nn2c(C)c1Cl	-0.38	-0.35	-456
Cc1ccc(-c2nn3c(C)nnc3s2)cc1NC(=O)c1ccc(Br)o1	-0.1	-0.63	.
COc1ccc(S(=O)(=O)c2nnn(-c3cccc(Cl)c3)c2N)cc1	.	.	-12
Cc1nc(Nc2ccc(S(=O)(=O)N3CCCCC3C)cc2)c2nnn(Cc3ccccc3)c2n1 (configuration not stated)	0.53	0.19	12
CCOc1ccc(-n2c(SCc3cc(=O)oc4cc(C)ccc34)nnc2-c2cccnc2)cc1	-0.43	-0.52	29
O=C(NNC(=O)C1COc2ccccc2O1)c1ccccc1 (configuration not stated)	0.51	0.63	.
C=CCN1C(=O)C2C(C(=O)NC)C3(C)C=CC2(O3)C1C(=O)NCc1ccc(OC)cc1 (configuration not stated)	0.44	0.27	42
COc1cccc(NC(=O)CC2S/C(=N\S(=O)(=O)c3ccccc3)N(c3ccccc3)C2=O)c1 (configuration not stated)	0.28	0.79	14
COc1ccc(-c2noc(COc3ccccc3OC)n2)cc1OC	-0.47	-0.65	.
O=C(O)c1ccc(C[n+]2c(-c3ccccc3)csc2Nc2ccccc2)cc1	-1.2	-1.2	.
O=C(/C=C/c1cccs1)c1cc(Br)ccc1OC(=O)N1CCOCC1	-0.9	-0.49	-36
COc1ccc(C2C(C(=O)c3ccccc3)N3c4ccccc4C=CC3C2[N+](=O)[O-])cc1 (configuration not stated)	.	.	-33
Cc1nc(N2CCCCC2)c2ccsc2n1	-0.29	-0.4	17
Cc1cc(C)nc(N2CCCC(C(=O)NCC(c3ccccc3)c3ccccc3)C2)n1 (configuration not stated)	-1	0.08	-17
CCN(C(=O)Cn1c(=O)oc2ccccc21)c1cccc(C(F)(F)F)c1	0.53	1.1	45
CCOc1ccc2nc3sc(C(=O)N4CCN(C)CC4)c(N)c3cc2c1	0.23	-0.87	3
COc1ccc(N2CC(C(=O)NC3=NCCS3)CC2=O)cc1 (configuration not stated)	.	.	19
Nc1nc(Nc2ccccc2)nc2ccccc12	-0.08	0.59	6
Cc1cc(C(=O)N[C@H](c2ccccc2)[C@@]2(C)C[C@@H]2[C@@H](C)C(=O)Nc2ccc3ccccc3c2)no1	-0.82	-1.1	-29
C(=N\c1nccs1)/Nc1nccs1	-0.02	-0.11	-27
O=C(NCCCN1CCOCC1)c1ccc(Cl)c(S(=O)(=O)N2CCCCCC2)c1	-0.33	-0.84	.
CC(=O)Nc1nonc1NC(=O)c1ccc(C(C)(C)C)cc1	-0.5	-0.98	-22
Cn1c(=O)c2c(nc(Oc3ccc4c(c3)OCO4)n2Cc2ccc(Cl)cc2)n(C)c1=O	-1.1	-0.73	-107
C=CCN1C(=O)/C(=C\c2ccc(Cl)cc2)N=C1SCC(=O)NC1CCCCC1	1.1	3.8	5
C/C(=N/NS(C)(=O)=O)c1ccc2ccccc2c1	-0.83	-1.1	7
CCOC(=O)c1c(Nc2ccccc2N)cc(C)nc1C	0.88	0.47	-24
O=C(c1ccc2snnc2c1)N1CCN(c2ccccn2)CC1	-0.18	-0.08	22
CCOC(=O)c1c(CSC(=N)N)n(-c2ccc(Br)cc2)c2cc(Br)c(OC(C)=O)cc12	-2	-0.44	28
O=C(CSc1ccc(-c2nc3ccccc3[nH]2)cn1)Nc1ccc(S(=O)(=O)N2CCCC2)cc1	1.4	0.72	-4
Cc1ccc(-c2nc(CS(=O)CC(=O)N3CCN(c4ncccn4)CC3)c(C)o2)cc1 (configuration not stated)	0.11	0	.
CC(C)C(=O)N1CCN(c2nc(-c3ccccc3)c3c(c2C#N)CC(C)(C)OC3)CC1	-0.47	-0.28	.
CCCCNC(=O)CCCCC(=O)N/N=C/c1ccccc1Cl	0.83	0.83	8
CCOC(=O)c1cc(NC(=O)c2cc(C)on2)cc(C(=O)OCC)c1	-0.55	0.88	13
Nc1c(-c2ccc(F)cc2)cnc2ncnn12	-0.71	-1.1	10
CC(C)(C)c1ccc(C(=O)NC(=S)NCC2CCCO2)cc1 (configuration not stated)	-1	-1.6	?
O=C(NCc1ccccc1)[C@H]1C[C@@H]1[C@H](NP(=O)(c1ccccc1)c1ccccc1)c1ccccc1	-0.27	-0.16	-9
CCN(CC)C(=O)CN1C(=O)C2CC=C(Cl)CC2C1=O (configuration not stated)	0.09	-0.06	.
C=CCn1c(SCC(=O)c2ccc(Cl)s2)nc2ccccc2c1=O	-1	-0.56	-17
O=C(O)c1cc(-c2ccc(/C=N/Nc3ccc([N+](=O)[O-])cn3)o2)ccc1Cl	.	.	-3
CN=C1CC(C)(C)CC(=O)/C1=C(/O)CCCN1C(=O)c2ccccc2C1=O	.	.	12
CCOC(=O)c1ccc[n+](CC(=O)c2ccc(OC)cc2)c1	0.14	0.51	.
CC1(C)CC2CC(C)(CN2C(=O)COC(=O)c2ccc(Cl)cc2N)C1 (configuration not stated)	-1.8	-1.4	.
